Compound activity as filed in PubChem.
EWS-Fli inh: EWS/Fli transcriptional activity inhibition; A673 NR0B1-luciferase reporter, viability-normalised; inhibition, % at 12.6 µM; 350,000 tested, 0.67% active; AID 651661;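 active means mean inhibition of at least 50% after viability correction, with every replicate also passing that limit; inconclusive means mean reaches 50% but only one of two replicates passes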;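 further: firefly luciferase signal divided by Alamar Blue viability fluorescence both relative to DMSO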
LGR2 antag: inhibitors of bursicon-induced Drosophila LGR2 receptor cAMP signaling; HEK293 LGR2, CRE-luciferase, bursicon-stimulated, 4 h; inhibition, % at 9.99 µM; 380,000 tested, 0.35% active; AID 720647;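 active means drop in luminescence signal, shown as inhibition above about 50% in the replicate tests, limit read from the data, passing the limit was not always enough; inconclusive means probably only some replicates passing the limit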;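 further: agonist challenge used bursicon conditioned medium at about half maximal strength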
PAX8 inh HTS: PAX8 transcriptional activity inhibition; RMG-I TPO-luciferase reporter, SteadyGlo, 24 h; 360,000 tested, 1.2% active; inhibition, % at 12.6 µM; AID 652154;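 active means mean replicate inhibition at least 60% with every replicate also reaching 60%; inconclusive means only one of the two criteria is met; inactive means mean below 60% and not all replicates reaching 60%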;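 further: luciferase light reporting Pax8 driven TPO promoter activity; plate controls were median of neutral control wells for no effect and mitoxantrone controls for full effect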
ARNT-TACC3 inh: disruptors of human ARNT/TACC3 interaction | AID 623870 | Q9Y6A5 | AlphaScreen His-ARNT PAS-B/GST-TACC3 binding, luminescence; TACC3 fragment carries E629A point mutation | 390,000 tested, 0.66% active | inhibition, % at 9.99 µM;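 active means mean inhibition of replicates at least 50% and at least half of replicates each reaching 50%; inconclusive means half or more replicates reach 50% but mean below 50%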;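 further: 0% = complete ARNT plus TACC3 wells and 100% = ARNT alone without TACC3; many hits fall short of the cut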
DENV2 CPE rescue: protects cells from dengue virus 2 cytopathic effect; DENV2-infected cells, cytopathic effect rescue, plate reader; CPE inhibition, % at 9.99 µM; 350,000 tested, 1.7% active; AID 651640; in the data active means CPE inhibition above about 20%, passing the limit was not always enough; inconclusive means no clear call, values can overlap the other calls; tested in BHK-21 cells;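 further: 0% = median of neutral control wells and 100% = median of positive control wells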
CASP6 VEID inh: caspase-6 (human) enzyme inhibition; P55212; purified caspase-6, Z-VEID-R110 cleavage fluorescence; inhibition, % at 12.5 µM; 350,000 tested, 0.53% active;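 active means mean inhibition across replicates at least about 35%, with every replicate also reaching that limit, limit read from the data; inconclusive means only one of the two criteria met; inactive means neither criterion met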;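 further: 0% = median of neutral control wells and 100% = no fluorescence left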
Target sequence (P55212 24-179 limits assumed): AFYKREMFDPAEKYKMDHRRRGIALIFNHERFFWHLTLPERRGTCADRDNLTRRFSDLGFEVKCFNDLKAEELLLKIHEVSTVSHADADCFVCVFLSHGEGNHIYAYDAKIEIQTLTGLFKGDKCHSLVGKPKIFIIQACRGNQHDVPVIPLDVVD
Target sequence (P55212 194-293 limits assumed): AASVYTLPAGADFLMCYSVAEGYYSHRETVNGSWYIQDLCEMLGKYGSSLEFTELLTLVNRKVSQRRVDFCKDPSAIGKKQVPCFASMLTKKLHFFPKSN
SIRT5 inh: sirtuin-5 (human) deacylase inhibition | Q9NXA8 | Purified SirT5, succinyl-peptide AMC, trypsin-coupled fluorescence | inhibition, % at 15 µM | 330,000 tested, 1.1% active | AID 652115; in the data active means inhibition above about 15%; inconclusive means no clear call, values can overlap the other calls
Target sequence (Q9NXA8 whole entry, looked up): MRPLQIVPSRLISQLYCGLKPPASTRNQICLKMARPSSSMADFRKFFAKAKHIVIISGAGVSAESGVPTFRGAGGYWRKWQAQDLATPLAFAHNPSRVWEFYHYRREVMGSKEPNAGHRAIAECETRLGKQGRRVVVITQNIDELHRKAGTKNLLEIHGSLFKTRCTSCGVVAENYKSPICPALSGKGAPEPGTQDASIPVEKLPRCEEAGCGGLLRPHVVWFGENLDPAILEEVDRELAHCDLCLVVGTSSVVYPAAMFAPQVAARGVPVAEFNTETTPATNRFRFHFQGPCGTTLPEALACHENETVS
The depositor's hits bear a star.

`COc1ccc(NC(=O)c2ccc(C#CC(C)(C)O)cc2)cc1` gave LGR2 antag -7, PAX8 inh HTS -25 and ARNT-TACC3 inh 0.
`COc1cc(OC)c(NC(C)C(=O)N2CCCC2)cc1Cl` (configuration not stated) gave EWS-Fli inh 6, LGR2 antag -23, PAX8 inh HTS 0, ARNT-TACC3 inh -2, DENV2 CPE rescue 0, CASP6 VEID inh 3 and SIRT5 inh 1.
Screening COc1ccc(NC(=O)Nc2cccc3c2O[C@@H](CN(C)C(=O)Nc2ccccc2)[C@H](C)CN([C@@H](C)CO)C3=O)cc1 returned EWS-Fli inh -7, LGR2 antag 0, ARNT-TACC3 inh -6, DENV2 CPE rescue -10, CASP6 VEID inh -1 and SIRT5 inh -3.
O=C(Nc1ccccc1C(=O)O)c1ccc(CN2C(=O)c3ccccc3C2=O)cc1 was read as EWS-Fli inh 2, LGR2 antag 0, PAX8 inh HTS -36, ARNT-TACC3 inh 1, DENV2 CPE rescue 0, CASP6 VEID inh 3 and SIRT5 inh -4.
`CC(=O)NC(CC(C)C)C(=O)O` (configuration not stated) gave EWS-Fli inh 2, LGR2 antag 2, PAX8 inh HTS 8, ARNT-TACC3 inh 0, DENV2 CPE rescue 1, CASP6 VEID inh 1 and SIRT5 inh -3.
`Cc1c(C(=O)N2CCCCC2)c(S(=O)(=O)NCc2ccc(N(C)C)cc2)c(C)n1C` gave LGR2 antag 16, PAX8 inh HTS -14, ARNT-TACC3 inh -9, DENV2 CPE rescue 10, CASP6 VEID inh 2 and SIRT5 inh -2.
For C[C@@H]1CCCCO[C@H](CN(C)C(=O)NC2CCCCC2)[C@@H](C)CN([C@@H](C)CO)C(=O)c2cc(NS(=O)(=O)c3cn(C)cn3)ccc2O1 the results were EWS-Fli inh -7, LGR2 antag -12, PAX8 inh HTS 1, ARNT-TACC3 inh -2, DENV2 CPE rescue inconclusive, CASP6 VEID inh -1 and SIRT5 inh -2.
Screening CC1CCCC(NC(=O)CCN2C(=O)COc3ccccc32)C1C (configuration not stated) returned EWS-Fli inh 2, LGR2 antag 2, PAX8 inh HTS -17, DENV2 CPE rescue -8 and CASP6 VEID inh -5.
`CNC[C@H]1Oc2cc(C#CCN(C)C)ccc2S(=O)(=O)N([C@@H](C)CO)C[C@@H]1C` gave EWS-Fli inh -4, LGR2 antag 0, ARNT-TACC3 inh 4, DENV2 CPE rescue 5, CASP6 VEID inh -1 and SIRT5 inh -2.
O=C(Nc1ccc(F)cc1)N1CCN(c2ccc(F)cc2)CC1 was read as EWS-Fli inh -2, LGR2 antag -22, PAX8 inh HTS -6, ARNT-TACC3 inh -6, DENV2 CPE rescue -4, CASP6 VEID inh -3 and SIRT5 inh -3.
`COc1ccc(NC(=O)Cn2c(=O)oc3cc(Cl)ccc32)c(OC)c1` gave EWS-Fli inh 7, LGR2 antag -6, PAX8 inh HTS 24, ARNT-TACC3 inh 7, DENV2 CPE rescue -4 and SIRT5 inh -4.
For O=C(c1ccco1)N1CCN(Cc2cc(=O)c(OCc3ccc(F)cc3)co2)CC1 the results were EWS-Fli inh -14, LGR2 antag 0, ARNT-TACC3 inh 5, DENV2 CPE rescue -3, CASP6 VEID inh 1 and SIRT5 inh -1.
`CO[C@@H]1CN(C)C(=O)c2cc(NC(=O)C3CCC3)ccc2OC[C@@H](C)N(Cc2cccnc2)C[C@H]1C` gave EWS-Fli inh -11, LGR2 antag -7, PAX8 inh HTS 8, ARNT-TACC3 inh -6, DENV2 CPE rescue -5, CASP6 VEID inh 0 and SIRT5 inh 5.
`Cc1c(OC(C)C(=O)NCc2ccccn2)ccc2c3c(c(=O)oc12)CCCC3` (configuration not stated) gave EWS-Fli inh 12, LGR2 antag -5, PAX8 inh HTS 12, ARNT-TACC3 inh 2, DENV2 CPE rescue -4, CASP6 VEID inh 3 and SIRT5 inh -10.
Screening CCOc1ccc(Cn2nnc(C(=O)Nc3ccc(OC)cc3OC)c2N)cc1 returned EWS-Fli inh -5, LGR2 antag -13, PAX8 inh HTS -14, DENV2 CPE rescue -15 and CASP6 VEID inh -4.
`CCn1ncc(Br)c1C(=O)Nc1ccc(F)c([N+](=O)[O-])c1` gave EWS-Fli inh 27, LGR2 antag 4, PAX8 inh HTS -13, ARNT-TACC3 inh -11, DENV2 CPE rescue 7, CASP6 VEID inh 0 and SIRT5 inh -3.
Screening COc1ccc(NC(=O)/C=C/c2cc(OC)c(OC)c(OC)c2)cn1 returned EWS-Fli inh -3, LGR2 antag -14, PAX8 inh HTS 2, ARNT-TACC3 inh 0, CASP6 VEID inh 1 and SIRT5 inh -1.
Screening Cc1cccc(C)c1NC(=O)C(c1ccc(C#N)cc1)n1c(=O)c(-c2cc3ccccc3[nH]2)nc2ccccc21 (configuration not stated) returned EWS-Fli inh 3, LGR2 antag -16, PAX8 inh HTS 13, DENV2 CPE rescue 7 and CASP6 VEID inh -2.
`CNC[C@@H]1Oc2c(NC(=O)Nc3c(C)noc3C)cccc2C(=O)N([C@H](C)CO)C[C@@H]1C` gave EWS-Fli inh 8, LGR2 antag -2, PAX8 inh HTS -12, ARNT-TACC3 inh -7, DENV2 CPE rescue -10, CASP6 VEID inh 0 and SIRT5 inh -3.
`C[C@@H]1CN([C@@H](C)CO)C(=O)c2cc(-c3ccc(C(=O)N(C)C)cc3)cnc2O[C@@H]1CN(C)C(=O)CN(C)C` gave EWS-Fli inh 6, LGR2 antag 20, ARNT-TACC3 inh -5, DENV2 CPE rescue -2, CASP6 VEID inh -3 and SIRT5 inh -1.
For CNC[C@H]1Oc2ccc(NC(=O)Nc3ccc4c(c3)OCO4)cc2C(=O)N([C@@H](C)CO)C[C@@H]1C the results were EWS-Fli inh 0, LGR2 antag 1, PAX8 inh HTS -3, ARNT-TACC3 inh 13, DENV2 CPE rescue -1, CASP6 VEID inh -1 and SIRT5 inh -4.
`CCNC(=S)N(CCc1c(C)[nH]c2ccc(C)cc12)Cc1cccnc1` gave EWS-Fli inh 10, LGR2 antag 7, PAX8 inh HTS 20, ARNT-TACC3 inh 4, DENV2 CPE rescue 11, CASP6 VEID inh -5 and SIRT5 inh -2.
`O=C(CS(=O)(=O)c1ccccc1)NCc1ccco1` gave EWS-Fli inh -5, LGR2 antag -12, PAX8 inh HTS -5, ARNT-TACC3 inh -5, CASP6 VEID inh 2 and SIRT5 inh -7.
O=C(C[C@@H]1CC[C@@H](NC(=O)c2ccncc2)[C@H](CO)O1)NCC1CCCCC1 was read as EWS-Fli inh -1, LGR2 antag -5, PAX8 inh HTS 6, ARNT-TACC3 inh -7, DENV2 CPE rescue 19, CASP6 VEID inh 2 and SIRT5 inh 0.
Screening C[C@H]1CN([C@@H](C)CO)C(=O)c2cccc(N(C)C)c2O[C@H]1CN(C)C(=O)Nc1ccccc1 returned EWS-Fli inh 7, LGR2 antag -8, PAX8 inh HTS 2, ARNT-TACC3 inh 0, DENV2 CPE rescue 1, CASP6 VEID inh 3 and SIRT5 inh -3.
Screening CN1CCN(C(=O)C[C@@H]2CC[C@H]3[C@@H](COC[C@@H](O)CN3C(=O)Nc3ccc4c(c3)OCO4)O2)CC1 returned EWS-Fli inh -58, LGR2 antag 13, PAX8 inh HTS -102, ARNT-TACC3 inh 6 and DENV2 CPE rescue 7.
`CCOCc1cc(=O)[nH]c(SC)n1` gave EWS-Fli inh -7, LGR2 antag -15, PAX8 inh HTS -13, ARNT-TACC3 inh -2, DENV2 CPE rescue 5, CASP6 VEID inh 5 and SIRT5 inh -3.
Cc1ccc2nc(-c3ccncc3)c(NC3CCCCC3)n2c1 was read as EWS-Fli inh 17, LGR2 antag -5, PAX8 inh HTS 1, DENV2 CPE rescue 2, CASP6 VEID inh -3 and SIRT5 inh -3.
O=C(COC(=O)C1CCN(S(=O)(=O)c2c(Cl)cccc2Cl)CC1)NCc1ccco1 was read as EWS-Fli inh 2, LGR2 antag 6, PAX8 inh HTS -6, ARNT-TACC3 inh 0, DENV2 CPE rescue -10, CASP6 VEID inh 5 and SIRT5 inh 7.
For CCOC(=O)c1cc(NC(=O)Nc2ccc(Br)cc2)c(C)nc1C the results were EWS-Fli inh 6, LGR2 antag 6, PAX8 inh HTS -4, ARNT-TACC3 inh -4, DENV2 CPE rescue 1, CASP6 VEID inh -1 and SIRT5 inh -4.
Screening Cc1ccc(CN2CCc3c(OCc4ccc(F)cc4)cccc3C2=O)cc1 returned LGR2 antag 22, PAX8 inh HTS 4 and ARNT-TACC3 inh -4.
`Cc1cnc(NC(=O)[C@H](C)N2C(=O)C3CCCCC3C2=O)s1` (some centres not stated) gave EWS-Fli inh 3, LGR2 antag 8, PAX8 inh HTS 22, ARNT-TACC3 inh 4, DENV2 CPE rescue -4, CASP6 VEID inh 2 and SIRT5 inh -1.
For CCCCN1C(=O)c2ccc(C(=O)OCC(=O)NCCc3ccc(S(N)(=O)=O)cc3)cc2C1=O the results were EWS-Fli inh 15, LGR2 antag 9, PAX8 inh HTS -8, ARNT-TACC3 inh 3, DENV2 CPE rescue -4, CASP6 VEID inh 1 and SIRT5 inh -5.
Screening CN1C2CCC1CC(N(CCc1ccccc1)C(=O)c1ccc(Cl)cc1)C2 (configuration not stated) returned EWS-Fli inh 5, LGR2 antag 11, PAX8 inh HTS 9, ARNT-TACC3 inh -11, DENV2 CPE rescue -1, CASP6 VEID inh -4 and SIRT5 inh -2.
Cc1cc(C)cc(NC(=O)C(c2ccccc2)N2CCN(CC(=O)NC3CC3)CC2)c1 (configuration not stated) was read as EWS-Fli inh 7, PAX8 inh HTS 10, ARNT-TACC3 inh 6, DENV2 CPE rescue 0, CASP6 VEID inh 1 and SIRT5 inh -1.
`COc1ccccc1C(=O)N1C[C@@H]2[C@H](c3ccccc31)[C@@H](CO)N2C(=O)Nc1ccccc1` gave EWS-Fli inh -1, LGR2 antag -10, PAX8 inh HTS 6, ARNT-TACC3 inh 1, DENV2 CPE rescue 5, CASP6 VEID inh -1 and SIRT5 inh -1.
Screening O=C(COc1ccccc1Cl)Nc1ccc(CN2CCOCC2)cc1 returned EWS-Fli inh -4, LGR2 antag -20, PAX8 inh HTS -24, ARNT-TACC3 inh 15, DENV2 CPE rescue 1, CASP6 VEID inh 4 and SIRT5 inh 0.
For O=C(Nc1nnc(CCN2CCCCC2)s1)c1ccc(Br)cc1 the results were EWS-Fli inh -3, LGR2 antag 6, PAX8 inh HTS 6, ARNT-TACC3 inh -8, DENV2 CPE rescue -3, CASP6 VEID inh -4 and SIRT5 inh 5.
For CC(NC(N)=O)C(=O)Nc1ccc(Cl)c(S(=O)(=O)Nc2ccc(Br)cc2)c1 (configuration not stated) the results were EWS-Fli inh 1, LGR2 antag -1, PAX8 inh HTS 0, ARNT-TACC3 inh 0, DENV2 CPE rescue 2, CASP6 VEID inh 5 and SIRT5 inh -3.
`Cc1cc(N2CCN(C(=O)c3ccco3)CC2)n2nc(C)nc2n1` gave EWS-Fli inh -3, LGR2 antag -1, PAX8 inh HTS -16, ARNT-TACC3 inh -5, DENV2 CPE rescue -1, CASP6 VEID inh 0 and SIRT5 inh -2.
Screening O=c1[nH]cnc(O)c1N=Nc1ccccc1 returned EWS-Fli inh -33, LGR2 antag -4, PAX8 inh HTS -19, ARNT-TACC3 inh 6, DENV2 CPE rescue -7, CASP6 VEID inh 0 and SIRT5 inh 0.
Cc1ccc(-n2c(O)c(C=Nc3cc(C)on3)c3ccccc3c2=O)c(C)c1 was read as EWS-Fli inh 25, PAX8 inh HTS 8, ARNT-TACC3 inh 3, DENV2 CPE rescue -3, CASP6 VEID inh 4 and SIRT5 inh -3.
For CN(C)CC(=O)Nc1ccc2c(c1)[C@H]1C[C@H](CC(=O)N3CCCCC3)O[C@@H](CO)[C@H]1O2 the results were EWS-Fli inh -2, LGR2 antag -7 and PAX8 inh HTS 1.
`COCCNCC1C(Oc2ccc(Cl)cc2)C(=O)N1c1ccccc1C` (configuration not stated) gave EWS-Fli inh 3, LGR2 antag 5, PAX8 inh HTS 16, ARNT-TACC3 inh -6, DENV2 CPE rescue 1, CASP6 VEID inh -4 and SIRT5 inh 0.
